High-throughput results (PubChem BioAssay)
PAFAH1B2 FP inh = inhibitors of human PAFAH1B2; P68402; recombinant PAFAH1B2, FP-rhodamine activity probe, fluorescence polarization; inhibition, % at 3.39 µM; 340,000 tested, 1.2% active;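 active means inhibition above the mean of all tested compounds plus 3 SD, cut at about 24% in these data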;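 further: 0% = enzyme with DMSO and 100% = wells lacking PAFAH1B2; many of its hits are not listed in these tables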
PAD4 inh = PAD4 (human) enzyme inhibition. Q9UM07. recombinant PAD4, RCA probe fluorescence polarization. inhibition, % at 6.36 µM. 330,000 tested, 0.41% active;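 active means percent inhibition above a cutoff equal to the mean of all tested compounds plus 3 SD, cut at about 15% in these data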;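 further: 0% = PAD4 with RCA probe and DMSO and 100% = probe without PAD4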
Target sequence (Q9UM07 whole entry, looked up): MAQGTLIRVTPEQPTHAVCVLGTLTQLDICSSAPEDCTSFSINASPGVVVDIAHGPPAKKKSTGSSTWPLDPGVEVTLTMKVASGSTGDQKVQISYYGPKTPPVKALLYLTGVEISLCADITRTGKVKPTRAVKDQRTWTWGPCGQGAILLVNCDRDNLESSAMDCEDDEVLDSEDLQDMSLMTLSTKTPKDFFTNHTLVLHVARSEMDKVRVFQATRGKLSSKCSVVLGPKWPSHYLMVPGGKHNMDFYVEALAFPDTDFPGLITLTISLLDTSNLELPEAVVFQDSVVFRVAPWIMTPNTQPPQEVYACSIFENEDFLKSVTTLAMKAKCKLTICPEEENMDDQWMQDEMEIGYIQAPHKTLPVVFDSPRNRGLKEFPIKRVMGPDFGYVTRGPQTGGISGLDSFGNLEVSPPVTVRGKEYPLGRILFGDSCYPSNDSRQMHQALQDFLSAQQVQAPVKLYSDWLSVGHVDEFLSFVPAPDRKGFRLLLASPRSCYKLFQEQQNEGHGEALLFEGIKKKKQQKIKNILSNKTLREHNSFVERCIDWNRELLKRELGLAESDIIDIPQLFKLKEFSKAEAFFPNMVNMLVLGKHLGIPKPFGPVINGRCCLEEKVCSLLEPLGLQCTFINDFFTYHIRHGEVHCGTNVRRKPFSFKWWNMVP
PAFAH1B3 FP inh = blocks human PAF acetylhydrolase 1B catalytic subunit 3; AID 492972; 340,000 tested, 0.28% active; inhibition, % at 3.39 µM; recombinant PAFAH1B3, FP-rhodamine probe, fluorescence polarization; Q15102;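 active means inhibition above the screen-wide average of all tested compounds plus 3 SD, cut at about 25% in these data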;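 further: 0% = enzyme with DMSO only and 100% = wells lacking PAFAH1B3 protein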
GSTO1 inh = GSTO1 inhibition, counter-screen for RBBP9 inhibitors; P78417; recombinant GSTO1, activity-based probe fluorescence polarization; inhibition, % at 5.96 µM; 300,000 tested, 1.1% active;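 active means inhibition above the campaign mean inhibition plus 3 SD, cut at about 35% in these data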;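 further: 0% = GSTO1-1 with DMSO and 100% = wells lacking GSTO1-1 enzyme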
LYPLA1 inh = counter-screen for PME1 inhibitors: inhibitors of human LYPLA1; O75608; recombinant LYPLA1, FP-Rh probe fluorescence polarization; inhibition, % at 5.9 µM; 320,000 tested, 0.16% active; AID 2174;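 active means inhibition above the mean of all tested compounds plus 3 SD, set per campaign, cut at about 14% in these data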;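 further: inhibitors block serine hydrolase probe labeling of LYPLA1 so polarization falls; 0% = enzyme with DMSO and 100% = wells lacking LYPLA1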
PME-1 primary = blocks human protein phosphatase methylesterase 1; Q9Y570; recombinant PME-1, FP-Rh probe fluorescence polarization; 320,000 tested, 0.53% active; inhibition, % at 5.9 µM;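 active means inhibition above the campaign mean of all compounds plus 3 SD, cut at about 26% in these data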;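 further: competitive labeling of PME-1 active site by serine hydrolase directed probe; 0% = PME-1 with DMSO and 100% = wells lacking PME-1 enzyme; inhibitors block probe labeling so polarization falls and inhibition rises; many of its hits are not listed in these tables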
PREPL inh = inhibits the human prolyl oligopeptidase-like enzyme; Q4J6C6; recombinant PREPL, fluorescence polarization activity-based probe; inhibition, % at 5.96 µM; 320,000 tested, 0.68% active; AID 2751; in the data active means inhibition above about 43%;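 further: 0% = enzyme with DMSO and 100% = wells lacking enzyme; many of its hits are not listed in these tables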
pPAFAH FP inh = pPAFAH (human) enzyme inhibition | AID 463082 | recombinant pPAFAH, FP-rhodamine probe fluorescence polarization | inhibition, % at 3.39 µM | 330,000 tested, 1.5% active | Q13093;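 active means inhibition above the mean inhibition across the screen plus 3 SD, cut at about 25% in these data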;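 further: inhibitors block binding of the rhodamine activity-based probe so polarization drops; 0% = enzyme with DMSO and 100% = wells lacking pPAFAH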
LYPLA2 counter = counter-screen for PME1 inhibitors: inhibitors of human LYPLA2. recombinant LYPLA2, FP-Rh probe fluorescence polarization. inhibition, % at 5.9 µM. AID 2177. 320,000 tested, 0.38% active. O95372;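 active means inhibition above the screen-wide mean plus 3 SD, limit set per campaign, cut at about 26% in these data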;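 further: 0% = LYPLA2 with DMSO and 100% = wells lacking LYPLA2 enzyme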
Target sequence (O95372 whole entry, looked up): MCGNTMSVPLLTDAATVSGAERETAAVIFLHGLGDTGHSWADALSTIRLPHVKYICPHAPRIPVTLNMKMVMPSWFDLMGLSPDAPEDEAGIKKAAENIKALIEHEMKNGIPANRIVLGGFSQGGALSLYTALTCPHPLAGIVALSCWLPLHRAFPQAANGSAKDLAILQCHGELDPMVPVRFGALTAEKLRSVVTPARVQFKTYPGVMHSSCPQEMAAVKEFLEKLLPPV
* = called active by the depositor; / = not tested or not shown. Some of the compounds tested (hit frequency here may not be typical).

SMILES	PAFAH1B2 FP inh	PAD4 inh	PAFAH1B3 FP inh	GSTO1 inh	LYPLA1 inh	PME-1 primary	PREPL inh	pPAFAH FP inh	LYPLA2 counter
O=C(Nc1nccs1)c1cc(-c2ccccn2)nc2c(Cl)cccc12	-9.2	-3.5	-6.8	4.1	-10.9	-16.8	-2.9	2.0	-11.3
O=C(Cn1nnc(-c2ccc(OCc3ccccc3F)cc2)n1)N1CCOCC1	-0.8	2.1	4.5	6.8	-3.6	-1.8	9.4	3.7	-6.1
Cn1cc(CN2CCN(c3ccc(Cl)cn3)CC2)c(-c2ccccc2F)n1	-4.4	-2.8	-4.8	-1.6	-1.1	-1.2	10.7	2.1	6.5
CCOC(=O)[C@@H]1[C@H]2COc3cc(OC)ccc3[C@H]2N2C(=O)N(c3ccc(C(F)(F)F)cc3)C(=O)[C@@]12C	-0.2	3.2	4.2	-0.8	-2.3	-1.7	-32.1	2.0	-4.8
CC(C(=O)Nc1ccccc1Br)c1ccc([N+](=O)[O-])cc1 (centres undefined)	-3.7	-0.6	-5.1	9.9	5.5	0.1	10.8	7.6	5.1
Cn1ccnc1C(=O)c1cccc([N+](=O)[O-])c1	8.5	3.8	4.4	4.2	-2.8	-6.2	-4.3	-1.3	1.5
Fc1ccc(NC(=S)N/N=C/c2ccc(F)c(F)c2)c(F)c1	4.3	-2.4	-4.2	-1.3	-1.0	-5.8	-8.4	2.3	3.9
O=C(NCc1cccs1)Nc1ccc(Cl)cc1	0.3	-3.0	4.5	-0.4	-1.2	-2.0	2.7	-3.8	-5.5
CC(C)CC(=O)N1CCN(c2ccc([N+](=O)[O-])cc2Cl)CC1	2.1	1.1	-2.2	2.4	3.7	3.0	29.7	3.6	-0.4
CC1CCN(C(=O)COC(=O)C23CC4CC(CC(O)(C4)C2)C3)CC1	10.1	-3.1	-2.4	/	-0.7	-2.6	1.9	1.2	-1.2
Oc1ccc(/C=N/N2CCCCC2)cc1O	3.7	2.9	4.5	40.1*	-4.0	-4.3	6.9	18.8	-4.1
CCOC(=O)C1(Cc2ccc(Cl)cc2)CCN(C(=O)C2CCCO2)CC1 (centres undefined)	10.6	-2.3	3.1	-6.3	2.9	0.1	1.9	5.2	2.8

Entries of single compounds as entered above. Screens in order: PAFAH1B2 FP inh | PAD4 inh | PAFAH1B3 FP inh | GSTO1 inh | LYPLA1 inh | PME-1 primary | PREPL inh | pPAFAH FP inh | LYPLA2 counter
Cn1cc(CN2CCN(c3ccc(Cl)cn3)CC2)c(-c2ccccc2F)n1 in the list: -4.4 | -2.8 | -4.8 | -1.6 | -1.1 | -1.2 | 10.7 | 2.1 | 6.5
CC1CCN(C(=O)COC(=O)C23CC4CC(CC(O)(C4)C2)C3)CC1 in the list: 10.1 | -3.1 | -2.4 | / | -0.7 | -2.6 | 1.9 | 1.2 | -1.2
O=C(NCc1cccs1)Nc1ccc(Cl)cc1 in the list: 0.3 | -3.0 | 4.5 | -0.4 | -1.2 | -2.0 | 2.7 | -3.8 | -5.5

(next part)
SMILES	PAFAH1B2 FP inh	PAD4 inh	PAFAH1B3 FP inh	GSTO1 inh	LYPLA1 inh	PME-1 primary	PREPL inh	pPAFAH FP inh	LYPLA2 counter
CCOCCCNC(=O)C1CCN(C(=O)Nc2ccc(Cl)cc2)CC1	2.1	-2.0	4.5	3.9	0.9	-0.8	12.1	5.4	4.2
O=C(NCCN1CCOCC1)c1ccccc1-c1ccccc1	0.9	-1.1	7.7	3.8	2.9	-5.4	1.3	1.6	0.8
CC1CCCCN1CCNC(=O)C1CCCN(S(=O)(=O)c2cccc3nsnc23)C1 (centres undefined)	1.2	-4.6	1.8	1.7	-1.3	7.4	8.7	-2.8	-1.2
O=C(COC(=O)C12CC3CC(CC(O)(C3)C1)C2)NC(=O)NCc1ccco1	-1.2	-0.7	0.9	4.0	-0.2	-4.2	9.9	3.4	1.6
COc1ccccc1OCC(=O)OCn1c(SC)nnc(C)c1=O	0.4	1.6	4.3	1.8	0.4	-2.8	2.5	5.5	-1.1
CCOc1ccc(CN(C)CC(=O)Nc2cccc(S(=O)(=O)N(C)c3ccccc3)c2)cc1	1.1	-0.9	0.9	-7.3	-0.9	6.0	5.4	27.9*	-5.2
CC(OC(=O)C1CCCCC1)C(=O)Nc1cccc(Cl)c1 (centres undefined)	5.4	-0.8	5.9	10.7	-0.8	2.8	11.3	1.8	4.4
CN(C)c1ccc(C=Nc2ccccc2C(N)=O)cc1	3.4	3.4	-1.1	3.5	3.2	9.3	8.3	6.3	8.7
CCCS(=O)(=O)N1CCN(C(=O)COc2ccc(OC)cc2)CC1	-2.6	2.5	1.0	-6.8	-0.7	-1.9	16.9	1.3	2.2
O=C(COC(=O)CCc1nc2ccccc2c(=O)[nH]1)NC(=O)NC1CCCC1	0.8	0.4	7.2	0.2	5.8	-0.6	3.6	-2.3	-4.8
CC1CN(C(=O)COc2ccc3ccccc3c2)CC(C)O1 (centres undefined)	2.8	-1.0	11.7	/	/	/	18.0	1.5	/
CCN(CC)C(=O)CCC(=O)Nc1ccc(C(=O)OC)cc1	-0.3	-1.0	9.8	2.9	2.5	-2.5	9.1	3.2	14.8
CC(C)(CNC(=O)Cc1ccc(NS(=O)(=O)c2cccc(C(F)(F)F)c2)cc1)N1CCOCC1	6.5	-4.0	2.5	-3.1	2.2	-1.1	-4.2	0.1	-0.1
CCCCCN(C(=O)CCC(=O)OCc1ccccc1C)c1c(N)n(CCCC)c(=O)[nH]c1=O	5.4	-4.4	2.5	-2.4	0.8	-4.9	-4.8	0.3	1.9
CCOC(=O)CN1C(=O)/C(=C2\SC(=S)N(NC(=O)c3cccnc3)C2=O)c2ccccc21	-5.7	-1.7	4.1	2.3	2.1	7.0	6.5	4.6	2.5
Cc1nc(C)c(C(=O)C2=C(O)C(=O)N(CCN3CCOCC3)C2c2cccnc2)s1 (centres undefined)	4.3	-1.8	-2.9	-5.7	-1.6	-3.3	-7.2	-2.9	-3.1
COc1cc(C(=O)NCCc2cn3ccc(C)cc3n2)cc(OC)c1OC	2.0	-4.5	1.2	-6.6	-2.7	1.2	-0.1	3.3	-5.7
Oc1cccc(C=NCc2ccccc2)c1O	5.7	21.2*	22.4	88.9*	-0.8	2.8	25.1	57.4*	5.9
CC(=O)Nc1nc(=S)n(-c2ccccc2)[nH]1	2.8	8.3	2.7	2.3	-0.8	-3.1	-12.8	-1.3	2.4
O=C(CSc1ccc(S(=O)(=O)N2CCOCC2)cn1)Nc1ccc(F)c(F)c1	-0.7	-2.2	5.5	/	1.8	-2.1	16.1	-3.1	4.9
CCCOC(=O)c1c(N)sc2c1CCC2	3.6	-2.1	-6.7	1.1	-1.4	-0.5	5.3	5.1	8.7
Nn1c(SCC(=O)NC2CCCCC2)nnc1-c1ccc(Cl)cc1	1.9	-3.5	-8.2	-6.7	-1.7	-0.7	14.8	5.2	1.5
C[n+]1cccc(/C=N/Nc2nc(Cl)c(C#N)c(Cl)c2Cl)c1	/	-3.3	/	8.7	3.9	2.5	29.8	13.9	22.8
O=C(C#Cc1ccccc1)Nc1cccc(F)c1	-1.6	-3.7	9.4	-35.8	-5.5	0.0	2.1	0.3	-1.0
COc1ccc(-n2c(N)c(C(=O)NCc3cccnc3)sc2=S)cc1	0.5	2.9	2.5	1.7	-1.5	-14.4	-5.6	1.0	8.4
COc1cccc(CNn2cnnc2)c1OCc1ccccc1F	-2.2	1.8	-1.2	-0.8	-0.3	1.8	0.2	-4.1	-3.8
COc1cccc(OC)c1C(=O)NC(=S)N1CCCCC1c1cccnc1 (centres undefined)	-2.1	-1.6	0.1	0.8	1.3	2.9	-2.5	4.8	0.5
Cc1ccc(C)c(N2CCN(S(=O)(=O)c3ccc4c(c3)CCN4C(=O)CCC(=O)O)CC2)c1	6.4	0.4	2.9	-1.4	-3.0	-1.3	-3.6	5.0	-2.9
O=C(NCN1CCc2ccccc2C1)c1ccccc1	2.3	-3.3	4.9	2.2	-2.1	-1.1	-0.7	7.0	-0.8
O=C(COC(=O)c1cccnc1Cl)NCc1ccc2c(c1)OCO2	-3.0	-8.6	1.5	4.5	-2.5	-4.8	1.1	-0.1	-9.3
Cc1[nH]n(-c2ccccc2)c(=O)c1Sc1ccc(Cl)cc1	16.1	-4.5	11.0	8.8	2.6	6.5	-1.3	8.2	5.6
CCCCCCCCCCOC(=O)C[N+](C)(C)C/C=C(/C)Cl	2.0	-1.6	8.7	1.6	0.8	-1.6	22.8	8.6	5.4
CCC1CC(/C(C)=N/NC(N)=O)OC1=O (centres undefined)	0.2	-1.2	8.5	-3.0	-0.7	-3.9	3.4	-2.7	0.8
COc1cccc(CNC(=O)C2CC(=O)N(c3ccc4c(c3)OCCO4)C2)c1 (centres undefined)	-1.4	-4.8	2.1	5.9	-2.6	-1.9	-5.2	-2.7	2.9
Fc1ccccc1N1CCN(C2CCN(Cc3c[nH]c4ccccc34)CC2)CC1	1.8	1.7	5.6	10.1	-1.6	-2.1	22.1	1.1	1.9
Cc1ccccc1C(=O)Oc1cccc2c(O)cccc12	-3.1	-4.4	1.6	-1.5	-3.4	3.6	11.8	13.8	-2.9
O=C(O)CCC(NC(=O)c1cncc(O)c1)C(=O)O (centres undefined)	5.6	-6.3	4.7	1.8	2.7	-3.0	0.1	-0.9	5.2
COc1ccc(CC(=O)Nc2cc(S(=O)(=O)N3CCOCC3)ccc2N2CCCC2)cc1OC	0.3	1.5	-6.1	/	/	/	5.2	2.2	/
CCN(CCN(C)C)C(=O)C1CCN(S(=O)(=O)c2c(C)noc2/C=C/c2ccccc2F)CC1	7.8	-0.5	7.3	-4.9	3.1	10.2	43.5*	7.8	8.8
Cc1ccc(NC(=O)c2ccc([N+](=O)[O-])o2)c(C)c1	-2.1	-12.1	2.3	5.7	-0.1	-3.8	2.5	0.5	-6.2
O=C(COc1ccc(Cl)cc1)NCCNC(=O)c1ccccn1	7.9	1.1	-7.5	2.8	-0.6	-0.2	5.8	3.9	2.0
CC1(C)OC(=O)CC1C(=O)NCc1ccccc1 (centres undefined)	-4.3	-1.9	8.6	0.7	1.7	0.2	13.8	-0.4	1.5
Cc1cc2c(C)nc(-c3ccccc3)nc2o1	-0.3	5.9	1.8	-1.0	2.4	2.1	-6.9	6.6	9.1
CCN1CCc2c(sc(NC(=O)CN3C(=O)c4ccccc4C3=O)c2C(N)=O)C1	7.7	1.9	-0.4	12.1	0.5	-5.4	15.9	-0.3	-1.9
Cc1cc(NC(=O)/C(C#N)=C/c2ccc(-c3ccc(SC(F)F)cc3)o2)n(-c2ccccc2)n1	-3.4	-2.7	-1.8	1.4	1.5	-4.4	-1.0	8.0	6.8
CCOC(=O)C1C(=O)CC(C)(O)C(C(=O)OCC)C1c1ccc([N+](=O)[O-])cc1 (centres undefined)	0.9	0.7	5.4	-2.3	0.5	-2.3	27.8	2.9	-0.1
O=C1C2CCC(C(O)C2)N1Cc1ccccc1 (centres undefined)	8.7	-1.1	-3.6	3.1	-0.8	2.0	-1.1	6.3	1.6
Cc1c(O)cc2c(c1O)C(=O)CC(c1ccc(O)cc1)O2 (centres undefined)	3.7	-0.7	15.4	50.8*	-4.5	-1.1	15.3	32.2*	2.2
Cc1ccccc1NC(=O)OCc1cccnc1Sc1ccc(Cl)cc1	3.8	0.4	3.7	-11.8	-9.2	-6.9	-4.3	2.5	-19.0
COc1cccc(NC(=S)Nc2cccc3ccccc23)c1	3.5	-4.6	3.9	-3.4	-5.0	0.8	17.0	1.1	-3.8
CCCCCCCCCCNC(=O)C(=O)Nc1ccccn1	-2.2	-0.1	3.4	-2.8	-4.0	1.3	12.5	1.2	-5.2
